# EBV LMP1 NFkB = reduces LMP1-driven NF-kappaB luciferase signal. LMP1-induced NF-kappaB luciferase reporter cells, luminescence. inhibition, % at 12.5 µM. 350,000 tested, 0.69% active. AID 504558; in the data active = inhibition above about 41%;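 note: 0% = neutral control wells and 100% = reference inhibitor control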
# NCOA2 inhibitor = inhibits human steroid receptor coactivator 2 | Q15596 | HEK293 GAL4-SRC2 luciferase reporter, luminescence | inhibition, % at 9 µM | 370,000 tested, 0.17% active | AID 651957;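 active = inhibition above the mean inhibition of all tested compounds plus 3 SD, set per campaign, cut at about 52% in these data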;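 note: 0% = DMSO treated cells and 100% = cells given Gossypol at 36 µM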
# COUP-TFII inh = inhibitors of human COUP-TFII (NR2F2) | P24468 | HEK293T NGFI-A luciferase reporter, luminescence | inhibition, % at 8.6 µM | 370,000 tested, 0.7% active | AID 686940;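 active = inhibition above a per-plate cutoff, mean inhibition of test wells between control levels plus 3 SD, cut at about 38% in these data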;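 note: cells cotransfected with COUP-TFII expression vector driving the NGFI-A reporter; 0% = median of COUP-TF2 test wells and 100% = reporter-only cells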
# TRAIL sens C8 = caspase-8 TRAIL sensitization; NB7+C8 cells + TRAIL, ATPlite viability luminescence; inhibition (viability loss, TRAIL sensitization), % at 10 µM; 360,000 tested, 1% active;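 active = compounds causing at least 50% loss of cell viability in the single-dose screen, relative to plate controls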
# NCOA1 inh = inhibits human SRC1 coactivator; Q15788; HEK293 GAL4-SRC1 luciferase reporter, luminescence; inhibition, % at 3.6 µM; 360,000 tested, 0.12% active;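 active = inhibition above the campaign mean plus 3 SD, with each screening campaign given its own cutoff, cut at about 60% in these data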;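 note: 0% = DMSO treated cells and 100% = gossypol at 36 µM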
# NOD2 RIPK2 PPI = blocks binding of human NOD2 to RIPK2; inhibition, % at 4.98 µM; 360,000 tested, 0.38% active; AID 624267; O43353; CHO BLA complementation NOD2-RIPK2, CCF4 ratio; in the data active = inhibition above about 21%;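 note: 0% = vehicle only and 100% = reference blocker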
# TROY NFkB inh = TROY signaling inhibition. Q293 LMP1-TROYcd NF-kB luciferase reporter, 4 h. inhibition, % at 10 µM. AID 1347056. 360,000 tested, 0.98% active;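 active = compounds whose plate-normalised and pattern-corrected inhibition of the luciferase reporter signal at the single screening dose is 50% or more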
# TLR9-MyD88 block = blocks human TLR9 binding to MyD88 | AID 504734 | 340,000 tested, 0.21% active | Q9NR96+Q99836 | inhibition, % at 4.98 µM | CHO BLA complementation TLR9-MyD88, CCF4 FRET ratio;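 active = inhibition above the mean over all tested compounds plus 3 SD, cut at about 21% in these data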;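 note: 0% = DMSO only wells and 100% = clavulanate BLA inhibitor control wells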
# Vif imaging = HIV Vif inhibition; inhibition, % at 7.49 µM; AID 602346; 340,000 tested, 0.35% active; HEK293T cells, Vif self-association by quenched fluorescence, imaging, 24 h; in the data active = inhibition above about 50%, passing the limit was not always enough; note: some results filed as inactive read as strong as hits
# NR5A2 inv ag = NR5A2 inverse agonism in reporter assay; O00482; HEK293T StAR-luciferase reporter, LRH-1 transfected, 24 h; inhibition, % at 3.6 µM; 360,000 tested, 0.13% active;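 active = inhibition above the mean inhibition of all tested compounds plus 3 SD, cut at about 73% in these data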;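 note: 0% = DMSO wells and 100% = reporter-only cells lacking LRH-1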
# NCOA3 inh = inhibits human SRC3 coactivator. inhibition, % at 3.6 µM. HEK293 GAL4-SRC3 luciferase reporter, luminescence. 360,000 tested, 0.17% active;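 active = inhibition above a per-campaign cutoff, the mean of all compounds plus 3 SD, cut at about 60% in these data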;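 note: 0% = DMSO-treated cells and 100% = gossypol-treated cells at 36 µM; higher means less SRC3-driven luciferase light from the GAL4 reporter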
# Target sequence (Q9Y6Q9 whole entry, looked up, the tested form may be a part): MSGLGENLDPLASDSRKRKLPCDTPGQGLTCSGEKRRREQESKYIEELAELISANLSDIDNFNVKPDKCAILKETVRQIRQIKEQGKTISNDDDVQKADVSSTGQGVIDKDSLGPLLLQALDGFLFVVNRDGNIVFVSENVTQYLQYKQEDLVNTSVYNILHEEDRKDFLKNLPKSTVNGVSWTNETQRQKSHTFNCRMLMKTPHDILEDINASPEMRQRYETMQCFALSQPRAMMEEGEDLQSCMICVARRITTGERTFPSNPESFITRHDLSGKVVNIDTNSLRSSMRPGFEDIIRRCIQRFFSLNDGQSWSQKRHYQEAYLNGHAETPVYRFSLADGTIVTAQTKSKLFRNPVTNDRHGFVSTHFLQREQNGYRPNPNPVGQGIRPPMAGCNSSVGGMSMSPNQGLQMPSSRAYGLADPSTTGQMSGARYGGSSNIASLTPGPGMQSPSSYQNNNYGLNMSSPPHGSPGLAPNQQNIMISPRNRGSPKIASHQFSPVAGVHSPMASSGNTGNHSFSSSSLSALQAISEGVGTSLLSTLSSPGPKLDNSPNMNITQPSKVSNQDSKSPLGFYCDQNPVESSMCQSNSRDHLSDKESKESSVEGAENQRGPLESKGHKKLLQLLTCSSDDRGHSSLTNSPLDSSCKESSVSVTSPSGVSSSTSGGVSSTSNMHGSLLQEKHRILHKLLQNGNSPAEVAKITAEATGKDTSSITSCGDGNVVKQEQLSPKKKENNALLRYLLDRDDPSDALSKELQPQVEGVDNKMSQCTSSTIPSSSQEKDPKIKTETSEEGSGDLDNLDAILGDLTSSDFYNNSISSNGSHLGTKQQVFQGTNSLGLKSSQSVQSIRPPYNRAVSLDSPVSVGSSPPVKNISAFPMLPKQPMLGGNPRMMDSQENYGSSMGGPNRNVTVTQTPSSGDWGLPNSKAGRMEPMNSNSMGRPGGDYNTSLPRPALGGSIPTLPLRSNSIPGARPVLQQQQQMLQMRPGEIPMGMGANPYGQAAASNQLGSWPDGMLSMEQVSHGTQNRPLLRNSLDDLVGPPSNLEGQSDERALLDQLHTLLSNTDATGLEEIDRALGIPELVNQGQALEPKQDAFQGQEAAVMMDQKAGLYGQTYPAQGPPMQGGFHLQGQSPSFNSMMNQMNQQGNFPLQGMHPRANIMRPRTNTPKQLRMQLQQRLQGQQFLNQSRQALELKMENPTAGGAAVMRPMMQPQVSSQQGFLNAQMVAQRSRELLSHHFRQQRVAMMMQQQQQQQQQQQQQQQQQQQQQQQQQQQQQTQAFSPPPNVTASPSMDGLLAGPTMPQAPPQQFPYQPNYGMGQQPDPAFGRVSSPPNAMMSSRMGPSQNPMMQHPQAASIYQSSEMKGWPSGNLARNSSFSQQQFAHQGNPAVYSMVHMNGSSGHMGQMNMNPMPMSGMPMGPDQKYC
# * hit, by the source's call; . = not tested or not shown. The list is partial; the hit share may differ from the screen's.
SMILES,EBV LMP1 NFkB,NCOA2 inhibitor,COUP-TFII inh,TRAIL sens C8,NCOA1 inh,NOD2 RIPK2 PPI,TROY NFkB inh,TLR9-MyD88 block,Vif imaging,NR5A2 inv ag,NCOA3 inh
O=C(C1CCCC1)N1CCN(S(=O)(=O)c2ccc(Cl)cc2)CC1,3,5,-2,-19,3,8,11,-8,-10,-14,3
Cc1occc1C(=O)N1CCN(c2ccc(Cl)cc2)CC1,5,1,3,-1,7,-1,-7,4,-4,-7,4
O=C(O)CC1NC(=S)N(c2ccccc2)C1=O (centres undefined),3,-15,14,-10,-1,-22,14,-9,.,7,8
C=CCC[C@@H](Cc1ccc(F)cc1)C(=O)OC[C@@H](C)NC(=O)[C@H](CC=C)CC(=O)N(CCO)Cc1ccccc1,3,5,12,-3,0,3,13,-19,5,-6,-4
CCOc1ccc(NC(=O)CC2C(=O)N(c3ccccc3)C(=O)N2CCOC)cc1 (centres undefined),-3,7,0,6,-3,-5,-6,-7,.,-6,-7
CCc1c(C)nc(N2CCN(c3ccc(OC)cc3)CC2)[nH]c1=O,-2,-8,-21,3,4,5,-9,-3,-2,-10,2
CC1CCCC(C)N1c1nnc(N)s1 (centres undefined),-1,-34,-3,0,-8,-5,15,-14,15,-10,7
NS(=O)(=O)c1ccc(SCc2ccccc2)nc1,-13,-14,20,2,0,9,-12,-2,-8,-6,7
Cc1ccc(-c2csc(N(CC3CCCO3)C(=O)c3ccco3)n2)cc1 (centres undefined),12,-22,0,19,-28,-2,14,1,-1,-38,-18
COCCNc1c2c(nc3c(-c4ccccc4)c(C)nn13)CCC2,1,-34,-17,-1,-5,-7,-22,-2,0,4,12
CC(=O)Nc1ccc(/C=N/NC(=O)CNC(=O)c2ccccc2)cc1,1,1,25,3,-42,-8,5,-2,5,8,10
CCN1C(=O)[C@H]2[C@@H](c3ccc(-c4ccc(Cl)c(Cl)c4)cc3)N[C@@](Cc3ccccc3)(C(=O)OC)[C@H]2C1=O,3,-5,-22,21,10,2,1,-2,3,10,-19
CN(C)c1ccc(CN(C(=O)c2cc3ccccc3oc2=O)C2CCS(=O)(=O)C2)cc1 (centres undefined),-32,-53,-44,11,-71,2,-22,-13,-3,-106,-106
Cc1cc(C)n(-c2ccc(Cl)c(Cl)c2)n1,-3,22,1,4,-5,4,0,0,-3,7,15
CC(=O)c1ccc(S(=O)(=O)N2CCNCC2)cc1,3,-12,-18,-17,-6,1,13,7,-9,6,-10
CS(=O)(=O)N1CCc2cc(C(=O)Nc3ccccc3Br)ccc21,-24,-47,-33,15,-43,-9,-44,11,-8,-43,-42
Cc1nn(Cc2ccc([N+](=O)[O-])cc2)c(=O)n1-c1cccc(Cl)c1,4,22,16,-2,5,-6,30,0,-8,10,17
Cc1ccc(NC(=O)CC2(CC(=O)O)CCCC2)cc1,0,-11,0,7,-3,-9,13,4,.,-7,-17
Cn1c(NC(=O)C[n+]2cc(-c3ccc(Cl)c(Cl)c3)n3c2CCC3)cc(=O)n(C)c1=O,5,-29,1,-6,7,-13,14,7,4,6,5
Clc1c(-c2nnc3n2CCCCC3)sc2ccccc12,27,9,7,7,8,-13,-16,2,.,-6,15
O=C(c1cc(=O)[nH]c2ccccc12)N1CCc2ccccc2C1,-9,8,-18,-4,3,3,-15,-3,-1,10,7
OC(CNCCNc1ncccc1C(F)(F)F)COc1ccc(F)cc1 (centres undefined),-5,-22,-20,10,10,-9,-6,-10,-3,12,21
CC(C)C[C@H](N)c1nnc(S(=O)(=O)Cc2cccc(F)c2)o1,-14,3,-8,-7,-11,10,-2,-1,4,-7,2
O=C(c1ccc(CS(=O)(=O)c2ccc(Br)cc2)o1)N1CCN(c2ccc(F)cc2)CC1,-19,3,-18,-4,14,-19,21,9,-9,-2,10
COC(=O)c1ccc(NS(=O)(=O)c2cc3c4c(c2)CCN4C(=O)CC3)cc1,3,26,-8,-2,-3,-10,1,-3,.,-19,3
COc1ccccc1-c1nc2ccccc2nc1-c1ccccc1OC,3,-3,2,-4,2,4,5,-6,.,4,-23
Cc1ccc(S(=O)(=O)CCC(=O)OCC(=O)NC(N)=O)cc1,-2,3,12,-3,-15,4,1,-1,0,-4,8
COc1ccccc1-c1cnc(C(O)c2ccc(Cl)c(Cl)c2)[nH]1 (centres undefined),.,15,1,-3,-7,6,9,.,-13,8,-5
C=CCSc1nc(-c2ccccc2)c(C#N)c(=O)[nH]1,0,-6,11,7,-2,-1,11,3,.,8,1
Nc1cc2c(cc1C(=O)c1ccc(Cl)cc1)OCCO2,-7,-9,-10,-2,7,1,-15,1,2,-4,6
Nc1ccccc1NC(=O)c1ccccc1N,-2,-41,-24,-9,-49,4,-45,-5,.,-42,-21
COCCCNc1ccn2nc(-c3cccc(OCc4ccccc4)c3)cc2n1,.,-3,1,23,-14,3,37,.,0,-25,-23
O=C(Cc1cccc(NC(=O)C2CCCN(C(=O)c3ccccc3)C2)c1)Nc1cccc(C(=O)N2CCOCC2)c1 (centres undefined),-1,19,14,-8,9,-9,-17,-9,12,-14,-12
CC[C@@]1(C(=O)OC)N[C@H](CN(C)C(C)=O)[C@@H]2C(=O)N(Cc3ccccc3)C(=O)[C@@H]21,0,3,-20,-7,-16,-4,0,-5,-9,-3,-12
Cc1cc(C)c(-c2c(N)cc(Br)cc2Br)c(N)c1,29,13,15,8,5,0,2,-4,-21,2,4
CC(=O)c1ccc(S(=O)(=O)N(Cc2cc3cc4c(cc3[nH]c2=O)OCCO4)CC2CCCO2)cc1 (centres undefined),-3,-45,-48,2,-90,-9,-56,9,24,-87,-63
CCc1nn(CC(=O)NCCC(C)C)c(=O)c2cc3c(OC)cccc3n12,-2,-38,5,-1,0,-6,0,-2,-12,15,8
COC(=O)C1=C(CSc2nncn2C)NC(=O)NC1c1cc(C)ccc1C (centres undefined),-1,-9,-1,3,-8,-6,-34,-8,.,-15,-23
COC(=O)CSc1n[nH]c(-c2cccnc2)n1,-5,8,-9,-4,-2,-5,-17,-3,1,9,2
Cc1cc(NC(=O)c2nn(C)c(C)c2Br)no1,-4,-66,-1,5,-30,-5,-29,-6,2,-53,-55

# By substructure: the compounds so far with a COOH group (2)
SMILES,EBV LMP1 NFkB,NCOA2 inhibitor,COUP-TFII inh,TRAIL sens C8,NCOA1 inh,NOD2 RIPK2 PPI,TROY NFkB inh,TLR9-MyD88 block,Vif imaging,NR5A2 inv ag,NCOA3 inh
O=C(O)CC1NC(=S)N(c2ccccc2)C1=O (centres undefined),3,-15,14,-10,-1,-22,14,-9,.,7,8
Cc1ccc(NC(=O)CC2(CC(=O)O)CCCC2)cc1,0,-11,0,7,-3,-9,13,4,.,-7,-17

# Carrying on.
SMILES,EBV LMP1 NFkB,NCOA2 inhibitor,COUP-TFII inh,TRAIL sens C8,NCOA1 inh,NOD2 RIPK2 PPI,TROY NFkB inh,TLR9-MyD88 block,Vif imaging,NR5A2 inv ag,NCOA3 inh
O=c1[nH]cnc2sc3c(c12)CCN(Cc1ccccc1)C3,4,9,3,2,22,5,12,-7,1,-1,24
COC(CNC(=O)c1ccc(CS(=O)(=O)c2ccc(C)cc2)o1)OC,7,-36,-24,5,-6,-6,-13,7,-13,-9,-6
COc1ccc2oc(N)nc2c1,5,-11,12,5,2,-40,-5,0,10,12,0
COc1ccccc1-c1cnc(C(O)c2ccc(CN3CCCC3)cc2)[nH]1 (centres undefined),.,6,8,-13,1,11,4,.,16,-22,-1
Cc1cc(NC(=O)CSc2nc3c(c(=O)n2C)SCC3)no1,2,-12,2,-4,0,-11,8,2,-8,6,12
Cn1c(=O)[nH]c(=O)c2c1nc(NCc1ccccc1)n2CCCc1ccccc1,2,-1,-10,-8,-16,7,2,0,8,-12,19
Cc1ccc(CN2C(=O)N/C(=C/c3ccc(-c4ccc(C(=O)O)cc4)o3)C2=O)cc1,3,7,17,0,-3,-7,12,2,-4,5,1
Cc1cccc(Nc2nc(N)nc(N)c2N=O)c1,8,-16,-9,9,19,-3,23,11,28,5,10
Cn1c(SCC(=O)NCCc2ccccc2)nnc1-c1ccco1,1,19,-10,-3,-45,-3,8,6,-10,12,-5
CN1CCN(CCCn2cnc3c(=O)oc4ccccc4c32)CC1,-25,-22,11,5,-6,-1,-4,-4,0,-7,14
NC(=S)Nc1ccc(Oc2ccc(NC(N)=S)cc2)cc1,-17,-20,16,-3,-1,2,-2,1,-1,42,-10
O=C(Nc1ccc(/C=C/c2nc3ccccc3o2)cc1)c1ccc(F)cc1,-9,-34,10,2,-7,-3,45,4,-9,-6,-15
CCOC(=O)c1c(-c2ccc(OC)cc2)csc1NC(=O)CCN1CCOCC1,-4,13,6,-3,-3,3,3,-2,-8,4,13
O=c1ccc(-c2ccc(S(=O)(=O)NCC3CCN(Cc4cccc(F)c4)CC3)s2)n[nH]1,7,-15,-11,-16,2,-7,1,8,5,0,19
CC(=O)CCn1c(=O)n(CCC(C)=O)c(=O)n(CCC(C)=O)c1=O,2,7,1,2,12,7,12,-6,-2,5,16
CCCCOc1ccc(CSC(CC(=O)O)C(=O)O)cc1 (centres undefined),1,-27,-2,-12,2,12,.,7,15,14,-21
O=C(CSc1nnc2scc(-c3ccc(Cl)cc3)n12)NCc1ccc2c(c1)OCO2,-1,.,.,9,6,-8,-4,-13,8,0,-3
S=C(Nc1ccc(Cl)cc1)N1CCCC1,1,-9,3,-2,-15,-12,-28,0,-9,-19,-14
O=C(COc1ncnc2sccc12)Nc1cccc(S(=O)(=O)N2CCCC2)c1,-4,10,19,-10,4,5,4,7,-11,19,5
CNC(=S)N/N=C/c1ccc(N2CCOCC2)s1,-11,-31,-34,2,-14,3,-12,13,-14,-3,-27
O=C1C(=O)N(Cc2cccnc2)C(c2cccc(Br)c2)/C1=C(/O)c1ccc2c(c1)OCO2 (centres undefined),6,-3,21,13,-7,-8,-25,-5,1,6,16
CC(=O)Nc1ccccc1NC(=O)c1ccc(C)c(C)c1,9,3,12,6,3,-4,-20,-9,-1,15,6
Cc1ccc(CN(CC(=O)NCCc2ccccc2)C(=O)CCCC(=O)Nc2cc(C)on2)cc1,-1,-8,-9,15,-2,7,-24,-1,-5,20,9
COc1ccc(N(CC(=O)NCCSCc2ccco2)S(=O)(=O)c2ccc(C)cc2)cc1,-16,-7,7,-7,-6,-6,4,-12,-5,15,15
CC(C)(C)c1ccc(-c2nc3[nH]c(=O)cc(NC(=O)c4ccco4)n3n2)cc1,-14,-49,-8,62*,-14,-10,-42,-1,7,-21,-8
Cc1cc(NC(=O)CSCC(=O)Nc2ccc(C)c(C)c2)no1,-1,9,5,-2,-8,8,6,-1,4,8,-7
COc1cccc(CC(=O)Nc2sc3c(c2C(N)=O)CCCC3)c1,-5,13,-7,0,13,-4,5,-5,-14,-16,-5
Nc1cc(N)nc(SCC(=O)Nc2cccc(S(=O)(=O)N3CCCCC3)c2)n1,-3,16,19,7,-9,-6,1,-11,-7,17,-3
Cc1cc(NC(=O)COC(=O)c2cc(S(=O)(=O)N3CCOCC3)ccc2N2CCCCC2)no1,-11,11,2,21,-5,-6,5,2,-15,-15,0
CCn1nnnc1SCC(=O)Nc1ccc2c(c1)OCO2,-1,-10,-18,-9,-29,-15,-23,1,3,14,-17
CCN1CCN(C(=S)Nc2ccc3nc(N4CCN(CC)CC4)cc(C)c3c2)CC1,3,-18,4,7,6,-1,13,4,1,6,18
